High-throughput results from PubChem.
HCMV inh – human cytomegalovirus inhibition. HFF cells, HCMV-luciferase reporter, 72 h; hits give low values. activity change, negative = inhibition, % at 57.5 µM. 410,000 compounds, 4.5% hits; in the data active = activity change below about -60%; inconclusive = no clear call, values can overlap the other calls; inactive = above about -39%
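Cell-based, HFFs, 1000 cells/well, 16 h 37C; cpds in DMSO + HCMV-luc, MOI 1 PFU/cell; 72 h 37C; OneGlo luminescence after 5 min RT; norm. to buffer vs Salinomycin 10uM.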
AmpC no deterg – inhibitors of E. coli AmpC beta-lactamase without detergent; 330,000 compounds, 0.52% hits; Potency, µM (highest dose often 57.1 µM), for inactives: at the top dose activity change, negative = inhibition, usual class: inhibitors; AmpC nitrocefin hydrolysis, absorbance 480 nm, 0.0001% Triton;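 note: potency is the fitted concentration of half-maximal effect; plate controls were no compound for no effect and no enzyme for full effect; nearly all actives have a fitted effect of over 20% in size; some results filed as inactive show a strong effect at the top dose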
Target sequence (P00811 whole entry, looked up): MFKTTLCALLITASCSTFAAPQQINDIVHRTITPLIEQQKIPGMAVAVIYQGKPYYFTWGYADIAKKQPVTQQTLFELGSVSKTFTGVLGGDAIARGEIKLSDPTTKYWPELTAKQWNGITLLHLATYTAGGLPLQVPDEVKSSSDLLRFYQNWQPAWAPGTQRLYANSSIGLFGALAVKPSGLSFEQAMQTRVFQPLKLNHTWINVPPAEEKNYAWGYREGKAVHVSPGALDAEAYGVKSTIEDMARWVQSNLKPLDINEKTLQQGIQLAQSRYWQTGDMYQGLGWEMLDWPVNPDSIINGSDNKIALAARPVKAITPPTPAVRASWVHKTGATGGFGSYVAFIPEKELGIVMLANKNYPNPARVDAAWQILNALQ
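20 mM phosphate pH 7.0 + 0.01% (detergent screen) or 0.0001% Triton X-100; 5.3 nM AmpC reagent; cpd preinc 15 min RT; nitrocefin (800 uM stock) to start; A480 q20 s × 4 min; Activity was normalised to no-enzyme and no-compound control wells.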
Sm TGR inh – blocks Schistosoma mansoni thioredoxin glutathione reductase. Potency, µM (titrated, usually from 114 µM), inactives show at the highest dose activity change, negative = inhibition, hits mostly inhibitors. Q962Y6. 360,000 compounds, 3% hits. purified TGR, DTNB reduction, TNB absorbance 405 nm; note: potency is the fitted concentration of half-maximal effect; nearly all actives have a fitted effect of over 60% in size
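Kinetic colorimetric format: TGR-catalysed, NADPH-driven DTNB reduction monitored via TNB absorbance. Enzyme dispensed at 20 nM; compound exposure 15 min at room temperature before reaction start.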
HCV inhibitor – blocks hepatitis C virus. Huh7.5.1 HCVcc-Cre infection, luciferase reporter, 44 h. Potency, µM (doses to about 41.8 µM), inactives show at the top dose activity change, negative = inhibition, most hits filed as inhibitors. 340,000 compounds, 3.4% hits; note: potency is the fitted concentration of half-maximal effect
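Cells seeded at 1,000/well and cultured 4 h, then compounds added followed by HCVcc-Cre virus (~0.5 moi). After 44 h further culture, luciferase substrate was added, plates held 15 min at room temperature, and luminescence read for 15 sec.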
AmpC detergent – AmpC beta-lactamase inhibition with detergent present | AID 485294 | AmpC hydrolysis of nitrocefin, absorbance 480 nm, 0.01% Triton | Potency, µM (series often up to 114 µM), inactives show top-dose activity change, negative = inhibition, hits mostly inhibitors | 370,000 compounds, 0.041% hits;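 note: potency is the fitted concentration of half-maximal effect; 0% = no-compound wells and -100% = no-enzyme wells; nearly all actives have a fitted effect of over 25% in size; some results filed as inactive show a strong effect at the top dose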
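20 mM phosphate pH 7.0 + 0.01% (detergent screen) or 0.0001% Triton X-100; 5.3 nM AmpC reagent; cpd preinc 15 min RT; nitrocefin (800 uM stock) to start; A480 q20 s × 4 min; Activity was normalised to no-enzyme and no-compound control wells.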
Giardia FBPA inh – blocks Giardia fructose-bisphosphate aldolase activity | A8B2U2 | purified Giardia FBPA | Potency, µM (doses to about 59.6 µM), for inactives: top-dose activity, negative = inhibition, most hits filed as inhibitors | 290,000 compounds, 0.71% hits | AID 2451; note: potency is the fitted concentration of half-maximal effect; nearly all actives have a fitted effect of over 55% in size
Target sequence (A8B2U2 whole entry, looked up): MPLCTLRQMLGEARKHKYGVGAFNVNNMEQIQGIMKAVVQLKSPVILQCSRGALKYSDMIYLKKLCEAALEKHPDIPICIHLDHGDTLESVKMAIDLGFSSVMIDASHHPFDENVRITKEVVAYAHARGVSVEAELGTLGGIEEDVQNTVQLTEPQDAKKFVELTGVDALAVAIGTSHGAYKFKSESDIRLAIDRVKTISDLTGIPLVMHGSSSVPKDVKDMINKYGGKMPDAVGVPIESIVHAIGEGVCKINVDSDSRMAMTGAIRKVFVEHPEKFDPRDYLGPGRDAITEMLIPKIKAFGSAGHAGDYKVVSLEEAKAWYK
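Giardia FBPA (40 nM reagent) was preincubated 10 min at RT with compound (up to 57.5 uM final), then substrate plus GAPDH/TPI/NAD/arsenate coupling system with diaphorase/resazurin was added; resorufin fluorescence (525/598 nm) was read after 20 min.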
The depositor's hits bear a star; ? = inconclusive; . = no result given; & = joins results of further samples; [ ] = dose if it differs, or a comment. Unless noted, calls come from the whole dose curve; as a rule, active = well fitted curve in the direction sought with a large enough effect; inconclusive = small, poorly fitted or top-dose-only effect, or another doubt; inactive = no such curve, though single readings can be large; an effect the other way counts as inactive or inconclusive. Unless noted, % is set by controls: 0 for no effect and ±100 for the full control effect.

Every second line gives: HCMV inh	AmpC no deterg	Sm TGR inh	HCV inhibitor	AmpC detergent	Giardia FBPA inh
CN(C)S(=O)(=O)c1ccc(Cl)c(NC(=O)CSc2nc3ccccc3c(=O)n2CCCN2CCOCC2)c1
→ -31	261%[activator]	-9%	?	-7%	-4%
CCN(CC(=O)Nc1ccc(NC(C)=O)cc1)CC(=O)Nc1cccc(Cl)c1
→ 15	-10%	-10%	-7%	2%	-5%
CC(=O)Nc1ccccc1C(=O)C(=O)Nc1cccc(C(=O)NC2CC2)c1
→ 187	-35%	-7%	-22%	-6%	7%
O=C1CC(c2cc(-c3ccccc3)no2)C1
→ 53	-8%	0%	21%	?	13%
CC1CCC(NC(=O)CN2CCCN(Cc3ccc(F)cc3Cl)C2=O)CC1 (centres undefined)
→ -17	80%[activator]	12%	-30%	?	7%
CCc1nn(CC(=O)NCCCN(CC)Cc2ccccc2)c(=O)c2cc3sccc3n12
→ -30	3%	-10%	-10%	2%	5%
COc1ccccc1C(=O)Nc1sc2c(c1C#N)CCC2
→ .	-27%	0%	9%	-9%	-8%
Cc1nc2ccccn2c1/C(O)=C1\C(=O)C(=O)N(CCN2CCOCC2)C1c1cccs1 (centres undefined)
→ 3	-10%	?	1%	-11%	-21%
COc1ccc(S(=O)(=O)NNC(=O)c2cccs2)cc1
→ 10	-28%	6%	-1%	8%	-1%
Cc1c(OCC(=O)N2CCC(C(=O)O)CC2)ccc2c3c(c(=O)oc12)CCC3
→ 10	-27%	9%	0.32µM*	?	24%
COc1ccc(-n2sc3c(c2=S)-c2cc(OC)ccc2NC3(C)C)cc1
→ -68*	-31%	8%	?	-2%	3%
Cc1noc(C)c1C(=O)N1CCC(C(=O)c2ccc(F)cc2F)CC1
→ 16	-3%	-4%	-5%	-3%	2%
CC(=O)Nc1cccc(NC(=O)Cn2cnc3c(oc4ccccc43)c2=O)c1
→ 36	.	-4%	.	15%	.
COc1cccc(OCc2cc(C(=O)N(C)C3CCOCC3)no2)c1
→ 16	2%	0%	-1%	2%	.
c1ccc2c(N3CCOCC3)c3c(nc2c1)CCC3
→ -34	-13%	1%	?	?	0%

3 of the compounds above, with bars between the fields.
Structure | HCMV inh | AmpC no deterg | Sm TGR inh | HCV inhibitor | AmpC detergent | Giardia FBPA inh
CC(=O)Nc1ccccc1C(=O)C(=O)Nc1cccc(C(=O)NC2CC2)c1 | 187 | -35% | -7% | -22% | -6% | 7%
O=C1CC(c2cc(-c3ccccc3)no2)C1 | 53 | -8% | 0% | 21% | ? | 13%
CC1CCC(NC(=O)CN2CCCN(Cc3ccc(F)cc3Cl)C2=O)CC1 (centres undefined) | -17 | 80%[activator] | 12% | -30% | ? | 7%

The listing picks up; the 4 compounds before the break are reprinted first.
Every second line gives: HCMV inh	AmpC no deterg	Sm TGR inh	HCV inhibitor	AmpC detergent	Giardia FBPA inh
Cc1noc(C)c1C(=O)N1CCC(C(=O)c2ccc(F)cc2F)CC1
→ 16	-3%	-4%	-5%	-3%	2%
CC(=O)Nc1cccc(NC(=O)Cn2cnc3c(oc4ccccc43)c2=O)c1
→ 36	.	-4%	.	15%	.
COc1cccc(OCc2cc(C(=O)N(C)C3CCOCC3)no2)c1
→ 16	2%	0%	-1%	2%	.
c1ccc2c(N3CCOCC3)c3c(nc2c1)CCC3
→ -34	-13%	1%	?	?	0%
O=C(Nc1ccc(Cl)cc1)c1ccc(S(=O)(=O)N2CCOCC2)cc1
→ -40	-1%	3%	-9%	-1%	-5%
O=C(CN1c2cccc3cccc(c23)S1(=O)=O)Nc1ccccc1
→ 16	-25%	1%	?	3%	-7%
Cc1nonc1C1CCCN1Cc1cn[nH]c1-c1ccc2c(c1)OCO2 (centres undefined)
→ ?	-17%	-10%	6%	-2%	-1%
Cc1cccc(NC(=O)NNC(=O)COc2ccc(Cl)cc2)c1
→ -19	-18%	.	-4%	0%	6%
Cc1cc(NC(=O)CSCC(=O)N(C)Cc2ccc(Cl)cc2Cl)no1
→ -29	-3%	0%	-4%	-21%	.
Cc1ccc(CN(Cc2ccco2)C(=S)NCC(=O)NC2CC2)cc1
→ ?	28%	?	15%	2%	-18%
O=C1CN(C(=O)NCC(=O)N[C@@H](Cc2ccccc2)C(=O)O)c2ccccc2N1
→ 11	-18%	-24%	12%	-2%	-6%
CC(=O)c1ccc(NC(=O)CN2C(=O)NC(C)(C3CCCCC3)C2=O)cc1 (centres undefined)
→ 46	-25%	-17%	-5%	-12%	.
O=C(COC(=O)CNC(=O)c1ccc(Br)o1)Nc1ccc2c(c1)OCCO2
→ -8	-33%	-25%	9%	-19%	4%
CCOc1ncccc1C(=O)Nc1cc(S(=O)(=O)N(CC)CC)ccc1N1CCOCC1
→ -66*	162%[activator]	.	?	.	.
Cc1cccc(C)c1-n1c(C)nn(Cc2ccc([N+](=O)[O-])cc2)c1=O
→ 6	45%	-1%	-3%	-9%	-1%
COCCn1c(SCC(=O)c2ccc(CNC(C)=O)o2)nc2ccccc2c1=O
→ 13	14%	15%	-20%	-2%	-11%
CCOC(=O)c1c(C)oc2c(F)c(F)c(F)c(F)c2c1=O
→ -104*	-32%	32µM*	10µM*	-4%	-9%
CCOC(=O)C1=C(C(F)(F)F)Nc2ncnn2C1c1ccc(OC)c(OC)c1OC (centres undefined)
→ 7	-5%	0%	3%	-6%	-4%
N#Cc1c(-c2ccccc2)cc(-c2ccccc2)nc1SCC(O)CS(=O)(=O)Cc1ccc(Cl)cc1 (centres undefined)
→ -15	.	-1%	.	5%	.

Reprinted at random: 2 entries already listed.
Every second line gives: HCMV inh	AmpC no deterg	Sm TGR inh	HCV inhibitor	AmpC detergent	Giardia FBPA inh
CC(=O)c1ccc(NC(=O)CN2C(=O)NC(C)(C3CCCCC3)C2=O)cc1 (centres undefined)
→ 46	-25%	-17%	-5%	-12%	.
c1ccc2c(N3CCOCC3)c3c(nc2c1)CCC3
→ -34	-13%	1%	?	?	0%

New compounds follow
Every second line gives: HCMV inh	AmpC no deterg	Sm TGR inh	HCV inhibitor	AmpC detergent	Giardia FBPA inh
O=C(NC(Cc1c[nH]c2ccccc12)C(=O)N/N=C/c1cccnc1)c1cccs1 (centres undefined)
→ -78*	-13%	15%	13%	-2%	-5%
Cc1ccc(C2C(C#N)=C3N=C(N)c4ccccc4N3C3=C2C(=O)CCC3)cc1 (centres undefined)
→ -22	-24%	6%	?	0%	-28%
COc1cccc(NC(=O)CC(=O)c2ccc([N+](=O)[O-])cc2)c1
→ 86	-48%	13%	?	-1%	-8%
CN1C(=S)SC(N2OC3C(=O)N(c4ccccc4)C(=O)C3C2c2ccccc2)C1(C)C (centres undefined)
→ -25	26%	-20%	24%	-9%	4%
COc1ccccc1OCc1nc2ccccc2n1C
→ 66	-9%	-28%	-11%	2%	-7%
CCn1c(SCc2nc3ccccc3c(=O)[nH]2)nnc1C(C)NC(=O)c1ccccc1 (centres undefined)
→ -27	18%	0%	-8%	-7%	-1%
CS(=O)(=O)c1ccc2nc(NC(=O)c3ccc(N4C(=O)CCC4=O)cc3)sc2c1
→ .	-14%	15%	0%	5%	3%
CN(c1ccccc1)S(=O)(=O)c1cccc(NC(=O)Cn2cnc3ccccc3c2=O)c1
→ -21	-22%	-4%	2.8µM*	0%	-5%
O=C(Nc1ccncc1)c1ccc([N+](=O)[O-])cc1Cl
→ -36	-18%	?	-13%	1%	8%
Cc1ccc(S(=O)(=O)N2CCN=C2c2ccccc2)cc1C
→ 14	1%	-1%	-4%	-1%	1%
CN1CCN(C(=O)c2cc3nc(-c4ccc(F)cc4)cc(C(F)(F)F)n3n2)CC1
→ -15	0%	1%[11.4 µM]	?	-5%	0%
Cc1nn(C)c(C(=O)NNC(=O)Nc2cccc(C(F)(F)F)c2)c1Cl
→ -29	-17%	-22%	-23%	-3%	1%
COc1ccc(Cn2c(O)c(/C=N/NC(=O)c3ccccc3)c(=O)[nH]c2=O)cc1
→ -9	-25%	?	-14%	?	?
COc1cc(NC(=O)C2CCN(c3cnccn3)CC2)cc(OC)c1
→ -33&-14	-16%	1%&4%	-17%	1%&16%	.
CC(C)CC(=O)NC(C)C(c1cccs1)N1CCOCC1 (centres undefined)
→ 8	-6%	1%	13%	4%	6%
CCOc1ccc(C(=O)Nc2cc(OC)ccc2OC)cc1
→ 69	-7%	2%	8.9µM*	?	-4%
O=C(Cc1ccc(Cl)cc1Cl)NCC1(N2CCOCC2)CCCCC1
→ -33	-12%[11.4 µM]	6%	3%	-10%	1%
Cc1ccc(NC(=S)N2CCN(C(=O)C3CCCO3)CC2)c(C)c1 (centres undefined)
→ -12	-10%	-10%	6%	-1%	-3%
COc1ccccc1CNC(=O)C1CCC(CNS(=O)(=O)c2ccc3c(c2)CCCC(=O)N3)CC1 (centres undefined)
→ 20	.	1%	.	2%	.
CCOc1ccc(C(=O)C2CCN(C(=O)c3ccccc3C(=O)O)CC2)cc1
→ 7	-25%	-12%	10%	-5%	12%
CC1CCN(C(=O)C(=O)c2cn(CC(=O)N3CCCCCC3)c3ccccc23)CC1
→ -2	71%[activator]	-18%	-6%	-7%	.
N#Cc1ccc(OCC(=O)N2CCN(S(=O)(=O)c3cccc(Cl)c3)CC2)cc1
→ -6	-4%	-11%	-22%	2%	.
CC(=O)/C(N=Nc1cc2c(cc1[N+](=O)[O-])OCCO2)=C(\C)O
→ 19	-22%	9%	1%	3%	0%
COc1ccc(Nc2nc(-c3cccnc3)cs2)c(OC)c1
→ ?	-16%	1%	?	-19%	-16%
CCC(Sc1nncn1C)C(=O)Nc1nnc(-c2ccc(Cl)cc2)s1 (centres undefined)
→ 48	60%[activator]	2%	21%	-3%	7%
Cc1ccc2cc(C(c3nnnn3C3CCCC3)N(Cc3ccco3)Cc3cccs3)c(=O)[nH]c2c1 (centres undefined)
→ -9	?	-29%	-24%	-9%	0%
